hcGAS inh = Primary biochemical luminescence assay for human cyclic GMP-AMP synthase inhibitors | inhibition, % at 12.5 µM | recombinant h-cGAS, ATP depletion, Kinase-Glo luminescence | actives 0.081% (n = 290,000) | Q8N884;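 note: 0% = vehicle reaction and 100% = reaction without DNA for no activity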
Target sequence (Q8N884 whole entry, looked up): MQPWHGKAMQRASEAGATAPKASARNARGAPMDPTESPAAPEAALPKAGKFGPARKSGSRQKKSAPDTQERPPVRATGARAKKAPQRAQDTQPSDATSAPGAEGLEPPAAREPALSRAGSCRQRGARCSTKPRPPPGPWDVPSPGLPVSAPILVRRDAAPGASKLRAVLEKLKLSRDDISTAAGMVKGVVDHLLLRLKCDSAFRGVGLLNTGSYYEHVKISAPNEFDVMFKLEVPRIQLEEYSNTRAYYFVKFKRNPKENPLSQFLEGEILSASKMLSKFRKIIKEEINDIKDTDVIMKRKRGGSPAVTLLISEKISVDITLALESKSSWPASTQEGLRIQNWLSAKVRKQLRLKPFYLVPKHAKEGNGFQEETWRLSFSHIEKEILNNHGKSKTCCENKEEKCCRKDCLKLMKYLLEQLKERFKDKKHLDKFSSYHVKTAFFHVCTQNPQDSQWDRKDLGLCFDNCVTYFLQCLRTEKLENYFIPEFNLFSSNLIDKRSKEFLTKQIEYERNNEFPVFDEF
mcGAS lum = cyclic GMP-AMP synthase inhibitors, mouse, primary biochemical chemiluminescence; Q8C6L5; inhibition, % at 12.5 µM; recombinant cGAS, Kinase-Glo ATP depletion luminescence; AID 1259399, 2018; actives 0.15% (n = 160,000);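 note: 0% = negative control wells and 100% = reference inhibitor with no enzyme activity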
NPYLR7 ag = agonists of mosquito NPYLR7 receptor, primary screen, cell-based, Aedes aegypti, calcium fluorescence, mosquito biting behavior. AID 1259423, 2018. HEK293T NPYLR7/Galpha15, GCaMP6s calcium fluorescence. Aedes aegypti neuropeptide Y-like receptor 7 (NPYLR7). activation, % at 10 µM. actives 0.15% (n = 270,000); in the data active = activation above about 40%;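 note: 0% = vehicle and 100% = reference agonist at the receptor; some compounds past the cut are filed as inactive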
Numbers without * were called inactive; . = no result given; & = joins results of further samples. Cut-off read from the data, not from the text of the source, unless noted: active = inhibition above about 40%; inactive = the rest.

Values in the order – hcGAS inh	mcGAS lum	NPYLR7 ag
- CNCc1cc(OC)c(OC)cc1SC
    -6	-8	12
- COC(=O)C[C@H]1c2cccnc2C(=O)N(C)[C@@H]1C(=O)N1CCCC1
    6	-3	2
- CCN(CC)CCn1c2c(c(SCC(=O)Nc3ccc(C)cc3C)nc1=O)CCC2
    2	-1	-5
- COc1ccc(CC2CN(CC3CCC(N)CC3)CCO2)cc1 (centres undefined)
    -5	.	13
- CCCn1c(SC2CCCc3ccccc32)n[nH]c1=O (centres undefined)
    -7	.	5
- c1ccc(-n2ccnc2-c2ccncc2)c(OCC2CCCO2)c1 (centres undefined)
    -5	-3	-11
- Cc1nc(C)c(CNC(=O)N2CC(C)c3ccccc32)s1 (centres undefined)
    -5	.	5
- CC(C)(C)C(=O)Nc1c(-c2ccc(F)cc2)nc2ccccn12
    -8	-6	0
- COc1cccc(C(CC(=O)NCc2ccc(F)cc2)c2c[nH]c3ccccc23)c1OC (centres undefined)
    -3	-6	4
- O=C(O)Cn1c(SCCOc2ccccc2F)nc2ccccc21
    -2	.	3
- O[C@@H]1CN(c2nc3ccccc3s2)CC[C@H]1c1ccc2c(c1)OCO2
    2	3	1
- COc1cccc(CN(CCc2c[nH]c3ccccc23)Cc2nc(C(=O)N3CCCC3)co2)c1
    -6	-6	11
- O=C(c1cccs1)N(CCN1CCOCC1)Cc1cc(Cl)ccc1OCc1nc(CO)cs1
    -7	-6	-1
- C=C1C(=O)OC2CC1C(OC(C)=O)C/C(C)=C/CC/C(C)=C/CC[C@]2(C)O (some centres undefined)
    -2	.	4
- COc1cc(Nc2cc3c(cn2)nc(Nc2ccccc2)n3C)cc(C(F)(F)F)c1
    -7	-8	8
- CCn1c(C(=O)N(C)Cc2cccn2C)cc2ccccc21
    -10	.	5
- Cc1nn2cccnc2c1C(=O)Nc1ccc2c(c1)CCC(=O)N2C
    -9	.	15
- CCOC(=O)C(NC(=O)C1CCN(C(=O)C(C)(C)C)CC1)C1CC1 (centres undefined)
    -8	-12	-1
- Cc1ccc(Nc2nc(Nc3cccc(F)c3)nc3nccnc23)cc1Cl
    -1	.	1
- O=C(Nc1cccc(-c2cccc(-c3ccc(F)cc3)n2)c1)c1ccc(F)cc1
    -4	-6	-1

Record cards, from the list above:
C=C1C(=O)OC2CC1C(OC(C)=O)C/C(C)=C/CC/C(C)=C/CC[C@]2(C)O (some centres undefined) in the list: hcGAS inh: -2; mcGAS lum: .; NPYLR7 ag: 4
COc1ccc(CC2CN(CC3CCC(N)CC3)CCO2)cc1 (centres undefined) in the list: hcGAS inh: -5; mcGAS lum: .; NPYLR7 ag: 13

Sorted by count of non-hydrogen atoms (ascending): three of the compounds above.
Values in the order – hcGAS inh	mcGAS lum	NPYLR7 ag
- COc1ccc(CC2CN(CC3CCC(N)CC3)CCO2)cc1 (centres undefined)
    -5	.	13
- COC(=O)C[C@H]1c2cccnc2C(=O)N(C)[C@@H]1C(=O)N1CCCC1
    6	-3	2
- O=C(Nc1cccc(-c2cccc(-c3ccc(F)cc3)n2)c1)c1ccc(F)cc1
    -4	-6	-1

Carrying on:
Values in the order – hcGAS inh	mcGAS lum	NPYLR7 ag
- COc1ccccc1-n1c(SCc2ccc(C(=O)N3CCOCC3)cc2)nnc1-c1ccc([N+](=O)[O-])cc1
    -1	0	6
- CCc1c(C(=O)NC(CC)c2ccccn2)csc1C (centres undefined)
    -3	.	6
- COc1ccc(CN2C(=O)CC3(C2=O)C(=O)N(Cc2ccccc2)c2ccc(Cl)cc23)cc1OC (centres undefined)
    -8	-3	12
- COc1ncc(C)cc1NC(=O)c1ccc(C)[nH]c1=O
    -7	-16	11
- Cc1ccc2c(=O)cc(-c3cccc([N+](=O)[O-])c3)oc2c1
    -7	-4	-4
- C/C(=N\NC(=O)c1cc(C)[nH]n1)c1cccc(O)c1
    -9	-8	6
- CCOC(=O)CNC(=O)CSc1c(C)cnc2c1c(=O)n(C)c(=O)n2C
    2	-4	3
- Cc1cccc(-n2ccnc2-c2cnc(-c3ccccn3)nc2)c1
    -3	.	-2
- O=C(c1ccc(CSc2nnc(-c3ccncc3)n2Cc2ccccc2)cc1)N1CCCC1
    -8	-6	6
- CCCC1(CNC(=O)Nc2ccc(Cl)c(CS(C)=O)c2)CC1 (centres undefined)
    4	.	-9
- CCOC(=O)C1CCN(C(=O)c2cccc(Oc3nc(Cc4cccc(OC)c4)ns3)c2)CC1
    -7	-7	5
- CC1(C(=O)O)CCN1C(=O)COc1ccc(Cl)cc1 (centres undefined)
    -10	.	3
- CN1CCCCC1CCC(=O)NC1(CN2CCOCC2)CCCCC1 (centres undefined)
    -4	.	0
- Cc1nn2c(S(=O)(=O)N3CCN(C4CCCCC4)CC3)c(C)nc2s1
    7	1	.
- CCc1noc2nc(CCC(=O)NC(C)(C)CC)nc(N3CCCCC3)c12
    -14	-5	.
- COC(=O)c1nnn(-c2ccc(C)c(C)c2)c1C(=O)OC
    -6	-5	3
- CSc1nc(C)c(C(=O)Nc2ccccc2)c(C)c1C#N
    0	1	-5
- CCS(=O)(=O)N1CCN=C1N1CCCCC1
    -8	-4	.
- Cc1ccccc1CSc1nnc(C(C)NC(=O)C2CCCCC2)n1-c1ccc(Cl)cc1Cl (centres undefined)
    -7	-5	17
- Cc1sc(N)nc1-c1ccc2c(c1)CCC2
    -8	.	8
- CCOC(=O)c1nn(-c2ccc(C)cc2)c(=O)cc1NC(=O)c1ccc(C)cc1
    0	-2	.
- O=C(O)[C@H]1C[C@H](C(=O)NC2CC2)CN(Cc2cn[nH]c2-c2ccccc2)C1
    -1	.	2
- CC(=O)Nc1sc(-c2ccccc2)c(C)c1C(=O)N1CCCCC1
    -4	.	-6
- COC(=O)c1c(C(F)(F)F)nc(C(F)F)c(C(=O)O)c1CC(C)C
    2	.	-10
- O=S1(=O)C=C(SCCN2CCCCC2)c2ccccc21
    -4	-3	6
- Brc1ccc(CNC23CN4CN(CN(C4)C2)C3)cc1
    -12	.	3
- O=C(NC1CC(=O)N(c2ccc3c(c2)OCCO3)C1)NN1CCOCC1 (centres undefined)
    -4	-8	1
- CN(C)CCNC(=O)[C@@]1(OCc2ccccc2F)CC(OCc2cccc(C(F)(F)F)c2)[C@H](O)[C@H](O)C1 (some centres undefined)
    -4	-4	26
- CCC(=O)Nc1cccc(C(=O)N(CC)CCN2CCCCCC2)c1
    -7	.	16
- CCSc1nnc(SCC(=O)Nc2cc(C)on2)s1
    -7	.	1
- CC(=NC(C)C1CC2CCC1C2)c1c(O)n(CC(C)C)c(=S)[nH]c1=O (centres undefined)
    -2	0	1
- CC1CCN(CCCNS(=O)(=O)c2ccc(Br)cc2)CC1
    8	.	-6
- NC(c1csc(Nc2cnccn2)n1)C1CCCCC1 (centres undefined)
    -4	.	9
- NC1(C(=O)NCCC2CN(Cc3ccco3)CCO2)CCCC1 (centres undefined)
    -4	-17	1
- Ic1ccc(Nc2nc(NCCN3CCOCC3)nc(N3CCCC3)n2)cc1
    -12	.	10
- Cc1cc(C2CCCN(CCn3cccn3)C2)n[nH]1 (centres undefined)
    -11&-5	-5	-3&7
- CCc1nc2ccc(C(=O)NC3CCN(Cc4ccccc4)CC3)cn2c1N(CC)Cc1ccc2c(c1)OCCO2
    -4	-1	6
- CC[C@H]1OC(=O)[C@H](C)[C@@H](O[C@H]2C[C@@](C)(OC)[C@@H](O)[C@H](C)O2)[C@H](C)[C@@H](O[C@@H]2O[C@H](C)C[C@H](N(C)C)[C@H]2O)[C@](C)(O)C[C@@H](C)CN(C)[C@H](C)[C@@H](O)[C@]1(C)O
    -2&-2	.	-12&-2
- COc1ccc(C(O)c2c3cc(OC)c(OC)cc3cc[n+]2C)cc1OC (centres undefined)
    -5	.	-2
- Brc1cccc(-c2nc(NCCCc3ccccc3)c3ccccc3n2)c1
    -6	-6	0

Gathered by group: the compounds so far containing a tert-butyl group
Values in the order – hcGAS inh	mcGAS lum	NPYLR7 ag
- CC(C)(C)C(=O)Nc1c(-c2ccc(F)cc2)nc2ccccn12
    -8	-6	0
- CCOC(=O)C(NC(=O)C1CCN(C(=O)C(C)(C)C)CC1)C1CC1 (centres undefined)
    -8	-12	-1

Following part.
Compound	hcGAS inh	mcGAS lum	NPYLR7 ag
COCCN1CCN(c2cc(Oc3ccccc3OC)ncn2)CC1	-1	-10	23
FC(F)Oc1ccc(NC(=S)NCCCn2ccnc2)cc1	-2	.	6
CCc1cc(CN2CCCC2c2nc3ccc(C)cc3[nH]2)on1 (centres undefined)	-1	2	2
COc1ccc(CN(Cc2ccco2)C(=O)c2cccs2)cc1OS(=O)(=O)c1ccc(NC(C)=O)cc1	-4	-7	0
Cc1ccnc(NC(=O)CN(C)C(=O)C2(c3ccccc3)CC2)c1	-5	.	9
Cc1ccc2c(c1)CN(CC(=O)N(Cc1ccncc1)C[C@@H]1CCC(=O)N1)CC(c1ccsc1)O2 (some centres undefined)	-7	-10	2
O=C(NS(=O)(=O)CCc1ccccc1)c1cccs1	-5	.	9
COCc1[nH]nc2c1C(c1cc(OC)ccc1OC)C(C#N)C(=N)O2 (centres undefined)	-7	.	1
Cc1nc2ccc(F)cc2n1C1CCN(C(=O)c2ccsc2)CC1	-1	-2	-5
CC(=O)Oc1ccc2c(=O)c(Oc3ccc(-c4ccccc4)cc3)c(C)oc2c1	-8	-5	-5
Cc1ccc(C(=O)ON2C(=O)CCC2=O)cc1Br	-9	.	-3
COCc1nnc(NC(=O)CN2C[C@@H]3CCC[C@H](C2)C(=O)N3)s1	-10	-4	.
O=C(CNC(=O)c1cc(Cl)c2c(c1)OCCO2)NC1CCS(=O)(=O)C1 (centres undefined)	-5	.	5
CCOC(=O)c1c(-c2ccc(C)o2)csc1N=Cc1c(O)[nH]c(=S)[nH]c1=O	-13	13	14
COCCNC(=S)NN=C1CCCCCCCCCCC1	-2	.	5
O=C(COCc1ccccc1)NCc1cccc(-c2ncc(-c3ccc(F)cc3)[nH]2)c1	-3	-8	26
CN(CC(=O)Nc1ccccc1Cl)C(=O)CN1CCOc2ccc(Cl)cc21	-5	.	2
COc1cc(Br)ccc1OCC(=O)N=Nc1c(O)n(C)c2c(C)cc(Br)cc12	-9	-4	2
COc1ccc(C(=O)NC2CCN(C(C)=O)CC2)cc1S(=O)(=O)N1CCOCC1	3	-1	-4
O=C(NCCN1CCOCC1)c1ccco1	-3	.	7
CCC(C)N(Cc1ccsc1)C(=O)c1nc2nc(C)cc(C)n2n1 (centres undefined)	-4	.	16
COC(=O)CCCC(=O)N1CCN(c2nc3nccc(-c4ccc5c(c4)OCO5)n3n2)CC1	-9	-8	4
CC(=O)N1CC23C=CC(CC2CC1(c1ccccc1)c1ccccc1)O3 (centres undefined)	-9	.	5
CC(CNC(=O)C1(C#N)CCCCC1)N(C)c1ccccc1 (centres undefined)	-11	.	4
COC(=O)C(=O)N1CCN(c2cc(S(=O)(=O)N3CCOCC3)ccc2OC)CC1	2	-6	16
CN(c1ccc(C(=O)CN2C(=O)NC(C)(c3cccc4ccccc34)C2=O)cc1)S(C)(=O)=O (centres undefined)	-5	-8	10
Cc1nc2n(n1)C(=O)C(C(c1cccc(F)c1)N1CCc3ccccc3C1)S2 (centres undefined)	-9	.	-1
CC(C)CN1CCC(CNC(=O)CCc2cccn2C)CC1	-4	-2	.
CSc1ncc(Cl)c(C(=O)Nc2ccccc2C(F)(F)F)n1	-1	.	5
CCN(CC)c1ccc(-c2n[nH]c(=S)n2CC)cc1	-13	.	15
O=C1c2ccccc2S(=O)(=O)N1CCSc1nnnn1C1CCCC1	-8	.	3
CC(C)CNC(=O)/C=C/C(=O)O	2	.	-5
FC(F)Oc1ccc2c(c1)CCCN2	-7	.	11
CCc1ccc(C2c3cccn3CCCN2Cc2cccs2)cc1 (centres undefined)	-6	-5	1
O=C(Nc1nc(-c2ccc([N+](=O)[O-])cc2)cs1)c1ccc(Br)cc1	-3	-6	-2
O=C(C1CC1c1ccc(F)cc1)N1CCN(C2CC2)C(=O)C1 (centres undefined)	-14	.	0
COC(=O)c1ccc2c(c1)CN(CC(=O)N1CCN(c3ccccc3)CC1)CC2	-2	.	4
COc1cc(OC)cc(N(Cc2cccc(F)c2)S(=O)(=O)c2ccccc2F)c1	-4	-6	.
O=S1(=O)c2cccc3cccc(c23)N1Cc1ccc(Cl)cc1	-4	.	0
COc1ccccc1N1C(=O)CSC1c1ccccc1NC(=O)COc1ccccc1 (centres undefined)	-1	-4	-1
COc1ccc(C(c2c(O)cc(C)n(Cc3ccco3)c2=O)N2CCCCC2)cc1OC (centres undefined)	-13	.	7
CC1=C(C(=O)Nc2ccc(Cl)cc2)C(c2ccc(Cl)cc2Cl)NC(=O)N1 (centres undefined)	2	1	-10
Cc1ccc(C(=O)N2CC(=O)N(Cc3cccs3)CC(O)C2)cc1 (centres undefined)	-4	-2	1

Assay outcomes deposited in PubChem BioAssay by Fisher Drug Discovery Resource Center.
